3CLpro inhibitor = SARS-CoV 3CLpro protease inhibitors, primary screen, biochemical, quenched FRET; recombinant SARS-CoV 3CLpro, quenched FRET peptide cleavage; inhibition, % at 6 µM; AID 1706, 2009; 0.14% of 290,000 active; in the data active = inhibition above about 12%
Rv3671c protease = Rv3671c serine protease inhibitors, primary screen, biochemical, fluorescence polarization, M. tuberculosis H37Rv. 0.048% of 320,000 active. inhibition, % at 5.96 µM. AID 2606, 2010; in the data active = inhibition above about 38%;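 also: extracellular domain of Rv3671c used as enzyme; 0% = enzyme with DMSO and 100% = no enzyme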
Target sequence (P9WHR9 whole entry, looked up, the tested form may be a part): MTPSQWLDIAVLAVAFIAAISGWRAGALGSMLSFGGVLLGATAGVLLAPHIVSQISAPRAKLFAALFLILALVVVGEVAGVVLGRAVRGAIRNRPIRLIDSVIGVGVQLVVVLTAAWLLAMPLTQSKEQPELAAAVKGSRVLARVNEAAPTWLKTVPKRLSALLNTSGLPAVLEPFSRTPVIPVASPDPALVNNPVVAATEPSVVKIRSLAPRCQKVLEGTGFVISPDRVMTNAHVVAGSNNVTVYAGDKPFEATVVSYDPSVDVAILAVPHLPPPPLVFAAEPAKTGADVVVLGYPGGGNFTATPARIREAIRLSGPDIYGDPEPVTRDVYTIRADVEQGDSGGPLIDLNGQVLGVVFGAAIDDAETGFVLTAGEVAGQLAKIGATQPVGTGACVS
VHR inh abs = VHR1 phosphatase inhibitors, primary screen, biochemical, absorbance, uHTS; AID 1654, 2009; inhibition, % at 13.3 µM; recombinant VHR phosphatase, pNPP absorbance; Dual specificity protein phosphatase 3 (Homo sapiens), P51452; 0.52% of 290,000 active; in the data active = inhibition above about 50%; also: some compounds called inactive have numbers as strong as hits
Target sequence (P51452 whole entry, looked up): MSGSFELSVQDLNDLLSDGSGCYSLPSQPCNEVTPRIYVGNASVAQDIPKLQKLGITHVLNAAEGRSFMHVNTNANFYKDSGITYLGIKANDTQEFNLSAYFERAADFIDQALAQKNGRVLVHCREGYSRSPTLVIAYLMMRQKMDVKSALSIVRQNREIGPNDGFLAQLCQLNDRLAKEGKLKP
* marks the source's active call; other numbers are inactive results. An excerpt, so the mix of outcomes need not match the whole.

The opening four records, to show the layout:
SMILES	3CLpro inhibitor	Rv3671c protease	VHR inh abs
CC(C)[C@]12O[C@H]1[C@@H]1O[C@]13[C@]1(O[C@H]1C[C@H]1C4=C(CC[C@@]13C)C(=O)OC4)[C@@H]2O	0	-3	12
COc1ccc(-c2c(C)n([O-])c3c([n+]2=O)CCCC3)cc1OC	0	-1	-15
O=[N+]([O-])c1ccc(Cl)c(/C=N/n2c(-c3cccnc3)n[nH]c2=S)c1	5	6	3
N[C@@H](Cc1ccc(O)c(I)c1)C(=O)O	0	4	-18

The list itself, from the start:
SMILES	3CLpro inhibitor	Rv3671c protease	VHR inh abs
CC(C)[C@]12O[C@H]1[C@@H]1O[C@]13[C@]1(O[C@H]1C[C@H]1C4=C(CC[C@@]13C)C(=O)OC4)[C@@H]2O	0	-3	12
COc1ccc(-c2c(C)n([O-])c3c([n+]2=O)CCCC3)cc1OC	0	-1	-15
O=[N+]([O-])c1ccc(Cl)c(/C=N/n2c(-c3cccnc3)n[nH]c2=S)c1	5	6	3
N[C@@H](Cc1ccc(O)c(I)c1)C(=O)O	0	4	-18
Oc1ccc(N=C/C=C/c2ccc(Br)cc2)cc1-c1nc2ccccc2s1	-1	-8	-13
COc1cc(OC)c(C2CC(=O)N3CN(c4ccccc4C)CSC3=C2C#N)cc1OC (configuration not stated)	0	-34	-14
Cn1cccc1CNCCc1ccccc1	-3	-2	17
CCOCC(=O)Nc1cc(C(=O)Nc2ccc(F)cc2)ccc1Cl	-1	-2	30
COc1ccc(OC)c(NC(=O)C2C3CCC(O3)C2C(=O)O)c1 (configuration not stated)	6	-1	22
COC(=O)c1c(NC(=O)CN2CCN(S(=O)(=O)c3ccccc3)CC2)sc2c1CCC(C)C2 (configuration not stated)	-2	-12	18
COc1ccc(-n2c(=S)[nH]c3cc(C(=O)Nc4ccccc4OC)ccc3c2=O)cc1	-3	-2	13
O=C(/C=C/c1ccc(F)cc1)Nc1nc2ccccc2[nH]1	3	-7	2
Cc1ccc(NC(=S)Nc2ccc(S(=O)(=O)Nc3ncccn3)cc2)cc1Cl	4	-10	-8
CN(CCOC(=O)CN1C(=O)c2ccccc2C1=O)C1=NS(=O)(=O)c2ccccc21	1	0	0
COc1ccc2c(=O)c3c(=O)n(-c4ccc(C)cc4)c(-c4ccccc4)nc3oc2c1	-1	-4	25
O=C(CN1C(=O)NC2NC(=O)NC21)N/N=C/c1ccccc1F (configuration not stated)	-3	3	23
COc1ccc(C2c3c(ccc4ccccc34)Oc3ncn4nc(Cc5ccc(OC)c(OC)c5)nc4c32)cc1 (configuration not stated)	-4	-12	28
CCN(CC)c1ccc(/C=N/NC(=O)C(O)(c2ccccc2)c2ccccc2)o1	6	0	-7
Cc1cccc(N2CCN(S(=O)(=O)c3ccc4[nH]c(=O)c(=O)[nH]c4c3)CC2C)c1 (configuration not stated)	-1	-12	-10
O=C(C1=C[C@@H]2[C@H]3C(=O)N(c4ccccc4)C(=O)[C@H]3[C@@H](C(=O)c3ccc(Cl)cc3)N2C=C1)c1ccccc1	6	-10	3
O=C(COC(=O)c1cc(-c2ccncc2)nc2ccccc12)Nc1ccc2c(c1)OCO2	4	-17	14
COc1cc(OC)cc(-c2nnc(Sc3ccc(C=O)cc3[N+](=O)[O-])o2)c1	1	7	10
CCCCn1nc(-c2ccccc2)c2nc3ccccc3nc21	-3	-8	4
CCOC(=O)C1=C(C)N=C2SCCC(=O)N2C1c1ccc(OC)cc1 (configuration not stated)	1	-10	26
CCNC(=S)Nc1cccc([N+](=O)[O-])c1	-2	9	-5
Later entries
SMILES	3CLpro inhibitor	Rv3671c protease	VHR inh abs
COc1ccc(C2C(C#N)=C(N)N3C(=C2C#N)Sc2ccccc23)cc1 (configuration not stated)	2	-8	19
O=C(CSc1nnc(NC(=O)c2ccccc2Cl)s1)Nc1ccc2c(c1)oc1ccccc12	5	-15	-1
COc1ccc(C(=O)/C=C/Nc2ccc(S(=O)(=O)Nc3ncccn3)cc2)cc1	-3	-1	-4
O=C(NCc1cccnc1)C(=O)Nc1nccs1	2	0	18
COc1cc(/C=C2/C(=O)N(c3ccccc3)N=C2C)ccc1OS(=O)(=O)c1ccccc1	-5	-184	7
CCCC(C)NC(=O)c1ccc(-c2ccccc2)cc1 (configuration not stated)	-2	-2	-11
Cc1cc(C=O)c2c(c1)C=CC1(Oc3ccccc3C(=O)N1C)O2 (configuration not stated)	0	-6	3
O=C(NCc1cccs1)c1cc(-c2ccncc2)nc2ccc(Br)cc12	-1	-24	35
COc1cc(C(=O)NS(=O)(=O)c2ccccc2C)ccc1Cc1cn(C)c2ccc(NC(=O)OC3CCCC3)cc12	15*	-69	48
Cc1cc(/C=N/Nc2nc(N)ncc2[N+](=O)[O-])c(C)n1-c1cccc(C(F)(F)F)c1	0	-6	11
CC1(C)S[C@@H]2[C@H](NC(=O)COc3ccccc3)C(=O)N2C1C(=O)OCc1cc2ccccc2n1S(=O)(=O)c1ccccc1 (some centres not stated)	4	-39	1
O=C(O)c1ccc(Nc2nc(-c3cccnc3)nc3ccccc23)cc1	1	-2	21
CCCOc1ccc(/C(O)=C2/C(=O)C(=O)N(CCOC)C2c2cccnc2)cc1 (configuration not stated)	-3	6	-4
Cc1ccccc1Nc1nnc(SCC(=O)NC(=O)Nc2ccc3c(c2)OCCO3)s1	-3	-2	-4
Nc1nc2n(n1)C1(CCCCC1)C1=C(CCCC1)N2	1	-7	-15
O=C(CSc1nnc(SCc2cccc3ccccc23)s1)N=Nc1c(O)[nH]c2ccccc12	-4	-8	23
O=c1[nH]c(O)c(C=Nc2ccccc2[N+](=O)[O-])c(=O)[nH]1	-3	-15	30
c1ccc(Cc2ccc(OCCCNC3CCCC3)cc2)cc1	1	5	5
COc1cccc(N2CCN(c3ncnc4c3[nH]c3ccccc34)CC2C)c1 (configuration not stated)	-4	2	35
Cc1ccc(S(=O)(=O)NN2C(=O)/C(=C/c3cccn3C)SC2=S)cc1	0	-1	7
CCC(=S)/C=C1\Sc2ccc3ccccc3c2N1CCCS(=O)(=O)O	6	-1	16
c1ccc2c(-c3cn4ccccc4n3)c[nH]c2c1	2	0	15
Cc1noc(C)c1S(=O)(=O)NCCCN1CCN(Cc2ccccc2)CC1	-3	-6	16
COc1ccccc1/C=N/NC(=Nc1ccc(C)cc1)c1nc2ccccc2s1	2	-3	-3
CC(C)=CCC/C(C)=C/CC(C)(C)CNCCN1CCNCC1	2	1	40

Reprinted from the entries so far, 3 compounds:
SMILES	3CLpro inhibitor	Rv3671c protease	VHR inh abs
CC(C)[C@]12O[C@H]1[C@@H]1O[C@]13[C@]1(O[C@H]1C[C@H]1C4=C(CC[C@@]13C)C(=O)OC4)[C@@H]2O	0	-3	12
COc1ccc(-c2c(C)n([O-])c3c([n+]2=O)CCCC3)cc1OC	0	-1	-15
O=[N+]([O-])c1ccc(Cl)c(/C=N/n2c(-c3cccnc3)n[nH]c2=S)c1	5	6	3

Next section.
SMILES	3CLpro inhibitor	Rv3671c protease	VHR inh abs
Cc1ccc(C(=O)COC(=O)c2cnccn2)cc1C	-2	-3	33
Cn1c(=O)c2[nH]c(N3CCN(c4ccccn4)CC3)nc2n(C)c1=O	4	2	7
CC1(C)Oc2ccc(/C=C/C(=O)N3CCOCC3)c(O)c2C(N2CCOCC2)C1O (configuration not stated)	-2	-7	-5
CCOC(=O)C1(CC2CC2)CCN(Cc2ccc(O)c(Cl)c2)CC1	0	-6	18
CN1c2ccccc2C(C)(C)C12CC(c1ccc(Cl)c(S(=O)(=O)N3CCCC3)c1)=NO2 (configuration not stated)	0	-7	-3
Cc1cccc(N(CC(=O)NCCSc2nc3ccccc3s2)S(=O)(=O)c2ccccc2)c1	1	-4	12
C#CCOCCOCCOCCNc1nc(N2CCN(C(=O)[C@H](CCC(=O)O)n3cc(C(N)CO)nn3)CC2)nc(N2CCN(C(=O)[C@H](Cc3ccc(O)cc3)n3cc(C(N)CC(C)C)nn3)CC2)n1 (some centres not stated)	-5	13	21
O=C(Cc1c[nH]c2ccccc12)Nc1cccc(S(=O)(=O)N2CCCCC2)c1	0	0	34
Fc1ccccc1/C=C1\CCCC2=C1Nc1ncnn1C2c1ccccc1F (configuration not stated)	3	1	19
OCCCc1nc2n(n1)C(c1cccs1)C=C(c1ccccc1)N2 (configuration not stated)	4	4	38
C#CCOCCOCCOCCNc1nc(N2CCN(C(=O)[C@H]([C@@H](C)CC)n3cc([C@@H](N)Cc4ccc(O)cc4)nn3)CC2)nc(N2CCN(C(=O)[C@H](CCCCN)n3cc([C@@H](N)CC(C)C)nn3)CC2)n1	-4	0	44
Cc1ccccc1SCCNC(=O)CCc1ccccc1	-2	3	8
CCCN1C(=O)/C(=C/c2ccc(C)o2)NC1=S	-1	5	-12
Cc1ccc(OCc2nnc(NC(=O)OCC(C)C)s2)c(C)c1	-2	-6	7
Cc1cc(C2=CC(C)(c3cc(C)oc3C)Nc3nc(C(F)(F)F)nn32)c(C)o1 (configuration not stated)	0	-2	4
COc1ccc(Cl)cc1Nc1nc(-c2sc(NC(=O)c3ccccc3)nc2C)cs1	2	13	20
CCc1ccc(C(C(=O)NC2CCCCC2)N(C(=O)c2ccccn2)c2cccnc2)cc1 (configuration not stated)	3	-7	39
COC(=O)C1CCN(CC(=O)Nc2cc(Cl)ccc2OC)CC1	-1	1	30
Cc1nnc2sc(SCc3ccccc3)nn2c1=O	-3	4	7
Cn1nc(OC(=O)Nc2ccccc2)cc1C(F)(F)F	2	2	12
CCOc1ccc(S(=O)(=O)n2ccnc2C)cc1	3	-10	-12
O=C(NC(c1ccccc1)c1cc(Cl)c2cccnc2c1O)c1cccnc1 (configuration not stated)	5	7	-2
Cc1cccc(N2C(=O)NC(=O)/C(=C/c3ccc(-c4ccc(C(=O)O)c(Cl)c4)o3)C2=O)c1	0	-6	4
O=C(Cn1c2ccc(F)cc2c2nc3n(c(=O)c21)CCS3)Nc1ccccc1F	3	-20	12
COc1cc(C)c(CNc2ccc(OC)c(OC)c2)cc1C	3	-7	10

4 entries from above, arranged by count of non-hydrogen atoms, ascending.
SMILES	3CLpro inhibitor	Rv3671c protease	VHR inh abs
Cc1ccccc1SCCNC(=O)CCc1ccccc1	-2	3	8
Cc1cc(C2=CC(C)(c3cc(C)oc3C)Nc3nc(C(F)(F)F)nn32)c(C)o1 (configuration not stated)	0	-2	4
CC1(C)Oc2ccc(/C=C/C(=O)N3CCOCC3)c(O)c2C(N2CCOCC2)C1O (configuration not stated)	-2	-7	-5
CN1c2ccccc2C(C)(C)C12CC(c1ccc(Cl)c(S(=O)(=O)N3CCCC3)c1)=NO2 (configuration not stated)	0	-7	-3

Structural class: those above with a cyano group
SMILES	3CLpro inhibitor	Rv3671c protease	VHR inh abs
COc1cc(OC)c(C2CC(=O)N3CN(c4ccccc4C)CSC3=C2C#N)cc1OC (configuration not stated)	0	-34	-14
COc1ccc(C2C(C#N)=C(N)N3C(=C2C#N)Sc2ccccc23)cc1 (configuration not stated)	2	-8	19

(further entries)
SMILES	3CLpro inhibitor	Rv3671c protease	VHR inh abs
CCn1ncc(CNC(=O)c2cccc([N+](=O)[O-])c2)c1C	2	-2	9
COc1ccccc1N1CCN(C(=O)Cn2nc3n(C)c4ccccc4n3c(=O)c2=O)CC1	6	-14	17
O=C(Cn1nc(C(=O)O)c2ccccc2c1=O)Nc1ccc2c(c1)C(=O)c1ccccc1C2=O	0	8	45
CC(=O)c1ccccc1NC(=O)CSc1nnc2ccccn12	8	-3	26
CNC(=O)c1cc2c(ccc3ccccc32)oc1=N	3	-2	-5
COCCNC(=O)c1cc(Sc2nnc(C)s2)nc2ccccc12	-3	-4	14
CN(C)CCNCCCOc1ccccc1-c1ccccc1	3	7	10
C#CCOCCOCCOCCNc1nc(N2CCN(C(=O)[C@H](C)n3cc(CCCN=C(N)N)nn3)CC2)nc(N2CCN(C(=O)[C@H](Cc3ccc(O)cc3)n3cc(CCO)nn3)CC2)n1	0	2	-11
O=C(/C=C/c1ccco1)c1ccc(O)cc1	-6	-8	10
Nc1c(S(=O)(=O)c2cccs2)c2nc3ccccc3nc2n1CCc1ccccc1	-4	-22	27
COc1ccc(C2CC(=O)C(C(c3ccc(O)cc3)C3C(=O)CC(c4ccc(OC)cc4)CC3=O)C(=O)C2)cc1 (configuration not stated)	-5	2	0
Cc1ccc(C(=O)C(NC(=O)c2ccco2)Nc2sc3c(c2C(N)=O)CCCC3)cc1 (configuration not stated)	2	7	13
C=CC[C@@H]1C=C[C@H](O/N=C/[C@@H](NS(=O)(=O)c2ccc(C)cc2)[C@H](C)/C=C/CC(=O)OC)[C@@H](CO)O1	-1	-10	9
C/C(CCN1CCCCc2nc(C)c(C)cc21)=N\O[C@@H](C)CN1CCCCc2nc(C)c(C)cc21	-2	5	5
O=c1c2cc(Br)cc(Br)c2oc2nc3n(c(=O)c12)CCCS3	-3	-5	-14
Cc1cc(C)nc(S/C=C/C(=O)c2ccc(F)cc2)n1	-1	-3	1
Cc1ccc2nc(-c3ccccc3)nc(SC(C)C(=O)NCc3cccs3)c2c1 (configuration not stated)	-5	2	-5
Cc1nn(-c2ccccn2)c2c1C(c1c(F)cccc1Cl)C1=C(N2)c2ccccc2C1=O (configuration not stated)	1	3	7

Screening data as filed in PubChem BioAssay.
